# High-throughput results: PubChem, several laboratories
# GlmU inhibition: inhibition of mycobacterial GlmU enzyme – biochemical, glucosamine-1-phosphate acetyltransferase (AID 1376) | M. tuberculosis GlmU acetyltransferase enzyme assay; higher % means a stronger effect | inhibition, %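 (tested at 30 µM in the primary screen)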, or IC50 in µM where a hit was titrated | hit rate 0.25% among 220,000; in the data active = inhibition above about 13%; inconclusive = no clear call, values can overlap the other calls;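 note: 0% = complete reaction with vehicle and 100% = reaction without substrate; strong numbers were not always called active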
# Mtb RmlCD inh: M. tuberculosis RmlC/RmlD inhibition; inhibition, % at 3.6 µM; hit rate 0.03% among 160,000; RmlC+RmlD coupled enzyme assay, percent inhibition; primary screen in compound mixtures; AID 1533; P9WH09+P9WH11; in the data active = inhibition mostly above about 34%, no sharp cut-off; inconclusive = no clear call, values can overlap the other calls; inactive = mostly below about 22%; note: some results filed as inactive read as strong as hits
# Target sequence (P9WH09 whole entry, looked up): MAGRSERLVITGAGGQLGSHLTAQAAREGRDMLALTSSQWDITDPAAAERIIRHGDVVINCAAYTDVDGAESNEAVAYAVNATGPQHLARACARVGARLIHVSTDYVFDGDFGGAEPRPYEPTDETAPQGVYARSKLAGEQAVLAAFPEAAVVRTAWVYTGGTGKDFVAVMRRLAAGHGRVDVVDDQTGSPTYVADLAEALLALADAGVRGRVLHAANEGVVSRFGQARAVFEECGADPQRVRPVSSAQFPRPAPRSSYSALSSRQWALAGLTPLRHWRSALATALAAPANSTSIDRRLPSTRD
# Target sequence (P9WH11 whole entry, looked up): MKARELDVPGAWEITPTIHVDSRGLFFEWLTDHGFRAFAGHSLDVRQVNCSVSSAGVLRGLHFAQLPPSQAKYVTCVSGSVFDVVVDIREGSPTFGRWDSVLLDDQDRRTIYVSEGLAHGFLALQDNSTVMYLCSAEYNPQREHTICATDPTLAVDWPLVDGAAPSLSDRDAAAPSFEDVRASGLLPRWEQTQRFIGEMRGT
# * hit, by the source's call; ? = inconclusive; / = not tested or not shown.
SMILES,GlmU inhibition,Mtb RmlCD inh
CCOC(=O)C1=C(N)Oc2c(oc(CO)cc2=O)C1c1c(F)cccc1Cl (stereo not drawn),10%,4
CCCC(=O)N1CCN(c2ccc([N+](=O)[O-])cc2Cl)CC1,2.2%,7
Cc1nn2c(NCCCN(C)C)c3c(nc2c1-c1ccccc1)CCCC3,-7.8%,7
Cc1ccccc1OCCNC(=O)c1ccc2ccccc2n1,2.1%,/
COc1ccc(OCC(=O)Nc2ccccc2-c2ccccc2)cc1,-5.8%,9
O=C1c2cccnc2C(=O)N1Cc1cccs1,-2.1%,14
COc1ccc(CNC(=O)/C(C#N)=C2\N=C(NC(=O)c3cccs3)c3ccccc32)cc1,-3.4%,9
Cc1ccc(S(=O)(=O)N2CCN(S(=O)(=O)N3CCOCC3)CC2)cc1C,2.1%,6
COCCNC(=O)c1ccccc1NC(=O)Cc1ccccc1[N+](=O)[O-],-1.9%,/
CCn1c(C)nc2cc(C(=O)NNC(=O)c3ccc(Cl)nc3)ccc21,0.6%,7
COc1cc(CNCC(O)c2ccccc2)ccc1OCc1ccc(Cl)nc1 (stereo not drawn),-1.9%,4
O=C(Nc1ccc2c(c1)CCC2)c1cc(S(=O)(=O)N2CCN(c3ccccc3)CC2)ccc1Cl,-1.6%,-11
Nc1nonc1-c1nc2ccccc2n1CCC(=O)O,1.4%,57
O=C(Cn1c(=O)oc2ccccc21)NC(=O)NCc1ccccc1,3.0%,5
CCC(=O)N1c2ccc(S(=O)(=O)CCC(=O)N3CCn4c3nc3ccccc34)cc2CC1C (stereo not drawn),0.1%,3
COc1cc(C)ccc1OCCOCCOc1ccc(C)cc1[N+](=O)[O-],-1.6%,/
O=C(C1CCN(S(=O)(=O)c2cccc3nsnc23)CC1)N1CC=C(c2ccccc2)CC1,/,7
CCOc1cccc(NC(=O)C2CCCN(S(=O)(=O)c3ccc(OC)cc3)C2)c1 (stereo not drawn),2.7%,/
c1nc(NC2CCCCC2)c2[nH]cnc2n1,4.0%,-13
Cc1ccc(S(=O)(=O)NCC2CCC(C(=O)NCc3cccs3)CC2)cc1 (stereo not drawn),6.8%,2

# Taken from the listing, seven compounds:
SMILES,GlmU inhibition,Mtb RmlCD inh
COc1cc(CNCC(O)c2ccccc2)ccc1OCc1ccc(Cl)nc1 (stereo not drawn),-1.9%,4
O=C(Nc1ccc2c(c1)CCC2)c1cc(S(=O)(=O)N2CCN(c3ccccc3)CC2)ccc1Cl,-1.6%,-11
Nc1nonc1-c1nc2ccccc2n1CCC(=O)O,1.4%,57
O=C(Cn1c(=O)oc2ccccc21)NC(=O)NCc1ccccc1,3.0%,5
CCC(=O)N1c2ccc(S(=O)(=O)CCC(=O)N3CCn4c3nc3ccccc34)cc2CC1C (stereo not drawn),0.1%,3
COc1cc(C)ccc1OCCOCCOc1ccc(C)cc1[N+](=O)[O-],-1.6%,/
O=C(C1CCN(S(=O)(=O)c2cccc3nsnc23)CC1)N1CC=C(c2ccccc2)CC1,/,7

# The results go on:
SMILES,GlmU inhibition,Mtb RmlCD inh
CCn1c(-c2ccccc2Cl)nn(CC(=O)NCCc2ccccc2)c1=S,-0.5%,-5
CC1Oc2ccccc2C=C1C1/C(=C(/O)c2ccccc2)C(=O)C(=O)N1CCCN(C)C (stereo not drawn),-1.7%,/
CCCCN1C(=O)C(O)(CC(=O)c2ccccc2OC)c2ccccc21 (stereo not drawn),1.9%,/
Cn1cccc1C(=O)NC(=O)COC(=O)CC12CC3CC(CC(C3)C1)C2,-3.8%,-3
Cc1c(CN2CCC(CO)(CCOc3ccccc3)CC2)[nH]c2ccc(Cl)cc12,1.8%,0
Cc1ccc(C(=O)N/C(=C/c2cn(-c3ccccc3)nc2-c2ccccc2)C(=O)O)cc1,0.7%,/
CCN(CC)c1nc(C(N)=O)cc(-c2ccccc2)n1,-3.8%,?
CC(=O)c1ccc(NC(=O)c2ccc(CNc3c(N4CCOCC4)c(=O)c3=O)cc2)cc1,-4.5%,-9
CCC(=O)Nc1cc(OC)cc(OC)c1,-1.9%,-9
CC(=O)Nc1ncc(Cc2cc(Cl)ccc2Cl)s1,-0.4%,9

# 2 records drawn at random from those above:
SMILES,GlmU inhibition,Mtb RmlCD inh
Nc1nonc1-c1nc2ccccc2n1CCC(=O)O,1.4%,57
CCN(CC)c1nc(C(N)=O)cc(-c2ccccc2)n1,-3.8%,?

# Single records (already shown). Order of values: GlmU inhibition	Mtb RmlCD inh
# Record of CCC(=O)Nc1cc(OC)cc(OC)c1 = -1.9%	-9
# Record of Cc1ccc(C(=O)N/C(=C/c2cn(-c3ccccc3)nc2-c2ccccc2)C(=O)O)cc1 = 0.7%	/
# Record of Cn1cccc1C(=O)NC(=O)COC(=O)CC12CC3CC(CC(C3)C1)C2 = -3.8%	-3

# (next part)
SMILES,GlmU inhibition,Mtb RmlCD inh
O=C(NCCc1ccccc1)/C(=C\c1ccc([N+](=O)[O-])cc1)NC(=O)c1ccc(Br)cc1,0.5%,-7
CCC(C)c1ccc(NC(=S)NC2CCN(Cc3ccccc3)CC2)cc1 (stereo not drawn),-1.6%,3
COc1ccc(CC(=O)Nc2ccccc2C(=O)N2CCOCC2)cc1OC,1.1%,-8
COc1ccc(OC)c(/C=N/NC(=O)CN2CCSCC2)c1,2.9%,/
O=C(O)CC1(CC(=O)Nc2ccc(Br)cc2)CCCCC1,4.3%,-8
O=C(Nc1ccc(Cl)cc1Cl)NC1CCN(S(=O)(=O)c2ccc(F)cc2)CC1,2.1%,-8
O=C(Nc1ccc(C(=O)Oc2ccccc2)c(O)c1)c1ccco1,3.5%,/
N#CC(c1ccc(O)cc1)N1CCOCC1 (stereo not drawn),-0.9%,/
Cc1ccc(/C=C/C(=O)c2cc(Br)ccc2OC(=O)c2ccco2)cc1,4.1%,-3
CCOc1cc(C2C(C#N)=C(N)OC3=C2C(=O)CC(C)(C)C3)cc([N+](=O)[O-])c1O (stereo not drawn),-0.6%,-5
CCN(CC)CCN1C(=O)C(=O)/C(=C(/O)c2cccc(OC)c2)C1c1ccccn1 (stereo not drawn),-8.0%,8
CCOC(=O)C(Oc1ccc2c(-c3ccccc3)cc(=O)oc2c1C)c1ccccc1 (stereo not drawn),3.8%,11
Cc1ccc(NC(=O)CS(=O)CC(=O)NCC2OCCc3ccccc32)c(C)c1 (stereo not drawn),0.2%,1
CC(C)OC(=O)c1c(NC(=O)CCC(=O)O)sc2c1CCCCC2,2.3%,-4
COc1ccc(C(=O)Nc2ccc(O)c3c(=O)cc(-c4cccc(Cl)c4)oc23)cc1,0.9%,/
Cc1ccc(NC(=O)N2CCC(C(=O)NCCC3=CCCCC3)CC2)cc1,2.3%,6
Cc1onc(-c2ccccc2Cl)c1C(=O)Nc1cccnc1,-2.4%,-6
O=C(CCl)Nc1cc(S(=O)(=O)N2CCCCCC2)ccc1Cl,0.1%,/
O=C(c1ccco1)N1CCN(S(=O)(=O)c2ccccc2[N+](=O)[O-])CC1,-3.3%,-11
COc1cccc(CC(=O)Nn2c(C)nc3ccccc3c2=O)c1,3.8%,/
C/C(CC(=O)Nc1cc(C)ccn1)=N\NC(=O)c1cccc(C)c1,2.4%,-7
COc1ccc(S(=O)(=O)N2CCOCC2)cc1NC(=O)CSc1n[nH]c(C(C)C)n1,-0.7%,1
CSc1ccc(S(=O)(=O)NCc2ccccc2Cl)cc1,2.9%,13
CCc1nnc(NC(=O)c2cc3c(s2)CCCCC3)s1,-2.0%,/
CC1(C)CC(=O)C=C(c2ccc3[nH]ccc3c2)C1,-1.3%,/
CC(C)OC(=O)c1cc(=O)[nH]c2ccccc12,-1.7%,18
O=C(NCC1CCCO1)c1csc2c1CCCC2 (stereo not drawn),-2.2%,/
CNc1ccc(OC(F)F)cc1C(=O)c1ccccc1,-4.8%,7
Cc1ccc(NC(=O)c2ccc3ccccc3n2)nc1,0.9%,3
Cn1c(=O)c2c(nc(NCc3ccccc3)n2Cc2ccc(F)cc2)n(C)c1=O,5.0%,/
Cc1ccc(OCC(=O)c2cc(C)n(C3CC3)c2C)c([N+](=O)[O-])n1,-6.6%,12
COCc1cc(=O)[nH]c(SCC(=O)Nc2ccccc2)n1,-2.4%,/
COc1ccc(C(C#N)(CCC#N)CCC#N)cc1OC,-1.2%,-17
Cc1ccc(NC(=O)c2cc(NC(=O)C3CC=CCC3C(=O)O)ccc2N2CCOCC2)cc1Cl (stereo not drawn),5.5%,15
CCOc1cccc(OCCOc2ccccc2[N+](=O)[O-])c1,-1.3%,/
Cc1cc(C)cc(N=c2c([N+](=O)[O-])nn(-c3ccc4c(c3)OCCO4)n2O)c1,-4.5%,-7
COc1ccc(/C=C/C(=O)OCc2cc(=O)n3c(n2)sc2ccccc23)cc1,-1.2%,-3
O=C(NCc1nc2ccccc2[nH]1)C1=C[C@@H](C2CCCCC2)C[C@@H](OCCCCO)O1,-1.1%,/
CC1CCCCN1c1ncnc2ccccc12 (stereo not drawn),0.1%,/
Nc1nnc(CCN2C(=O)CSC2=O)s1,2.3%,-3
COc1ccc(C(=O)c2oc3ccccc3c2N)cc1,-3.8%,12
COC(=O)N/N=C/c1cc(C)n(-c2ccccc2)c1C,-2.0%,-6
O=C(c1ccc(S(=O)(=O)N2CCOCC2)cc1)N(c1ccccn1)C1CCCCC1,1.1%,-1
N#Cc1c(-c2cccs2)cc(C2CC2)nc1SCC(N)=O,-3.1%,2
Cc1c(Cl)c([N+](=O)[O-])nn1CCCC(=O)Nc1cc(Oc2ccccc2)cc([N+](=O)[O-])c1,-7.7%,9
CCOc1cccc2cc(C(N)=O)c(=NCc3ccccc3)oc12,-6.7%,5
CCN(CC)CCCOC(=O)C(OC(C)C)(c1ccccc1)c1ccccc1,3.1%,/
Cc1ccc(C(=O)NCc2ccc(Cl)cc2)o1,2.4%,-8
CCC(=S)/C=C1\Sc2ccc3ccccc3c2N1CCCS(=O)(=O)O,9.5%,/
O=C(Nc1c(C(=O)N2CCOCC2)cnn1-c1ccccc1)c1ccco1,5.2%,/
# Further compounds:
SMILES,GlmU inhibition,Mtb RmlCD inh
COc1ccc(-c2csc(NC(=O)c3ccco3)n2)cc1,2.3%,/
O=C(CCNC(=O)Cn1ccc2ccccc2c1=O)NCCN1CCN(c2ccccc2F)CC1,-4.8%,/
CCCC[n+]1ccc(-c2nc3ccc([N+](=O)[O-])cc3[nH]2)cc1,-4.2%,/
O=C(NCc1cccs1)c1cccnc1C(=O)O,-0.9%,-5
CC(=O)c1ccc(OCC(C)C)c(Cc2c(O)nc(N)[nH]c2=O)c1,0.5%,-13
O=C(N/N=C/c1ccc(O)cc1O)c1ccc(CN2C(=O)c3cccc4cccc2c34)cc1,2.5%,-2
CCC(=O)N1N=C(c2ccc(NS(C)(=O)=O)cc2)CC1c1ccc(N(C)C)cc1 (stereo not drawn),-7.4%,-11
COc1ccccc1N1CCN(c2cc(=O)n(-c3ccc(Cl)cc3)c(=O)[nH]2)CC1,-3.2%,/
CC(C)NCc1cccc([N+](=O)[O-])c1,-1.3%,-6
CCOC(=O)c1cc(CC)sc1/N=C/c1c(O)[nH]c(=S)[nH]c1=O,-1.5%,-10
CN(C)S(=O)(=O)c1ccc(NC(=O)CSc2n[nH]c(=O)n2C2CC2)cc1,-4.8%,11
COc1ccc(-c2nc(CS(=O)CC(=O)NCc3ccccn3)c(C)o2)cc1 (stereo not drawn),/,2
CCOC(=O)C1CCN(C(=O)CSc2c3c(nc4ccccc24)CCC3)CC1,-0.8%,7
Cc1cccc(C(=O)N2CCCCCC2)c1[N+](=O)[O-],-1.0%,5
O=C(O)c1ccccc1C(=O)NNc1cccc(Cl)n1,21%,/
N#Cc1c(N2C(=O)Nc3ccccc3N2O)sc2c1CCCCCC2,0.3%,/
CCOC(=O)CSC1=NC(=O)/C(=C/c2ccc(Br)cc2)S1,3.7%,-5
CCC(Oc1ccccc1)C(=O)Nc1cc(C)on1 (stereo not drawn),5.5%,/
CCN1/C(=C/c2ccc3cc(C)ccc3[n+]2CC)Sc2cc(C)c(C)cc21,1.9%,-19
O=C(COC(=O)CNC(=O)c1cccc([N+](=O)[O-])c1)Nc1cccc(S(=O)(=O)N2CCCC2)c1,3.7%,4
O=C(CN1C(=O)COc2ccccc21)Nc1ccc(F)cc1,1.7%,9
COC(=O)c1cccc(NC(=O)/C=C/c2cccc([N+](=O)[O-])c2)c1,3.8%,/
CC1CCCC(C)N1C(=O)CSc1nc2ccccc2c(=O)[nH]1 (stereo not drawn),2.3%,-4
Cn1c2c(c(=O)[nH]c1=O)C(NC(=O)c1ccco1)(C(F)(F)F)C(=O)N2 (stereo not drawn),-0.2%,/
CCO/C=C1\C(=O)N(CC)c2ccccc21,-2.8%,/
CCOC(=O)CSc1nnc(C)c(=O)[nH]1,0.7%,/
COc1ccc(CCNc2nc(-c3sc(C)nc3C)cs2)cc1OC,-0.6%,/
Cc1ccc(C(=O)OCC(=O)N2CCC(Cc3ccccc3)CC2)cc1N,-3.3%,/
CCOC(=O)c1cc(-c2ccc(OC)cc2)nc2c1c(C)nn2CCC(N)=S,-3.5%,2
Cc1ccc(NC(=O)c2ccc(S(=O)(=O)N3CCCCC3)cc2)cc1,5.0%,-5
COc1cccc(Cn2c(NCc3ccco3)nc3c2c(=O)n(C)c(=O)n3C)c1,2.7%,100
COc1nc(NCCO)nc(Nc2ccc([N+](=O)[O-])cc2)n1,5.6%,4
Cc1cccc(C)c1NS(=O)(=O)c1ccc(F)cc1,-2.2%,7
O=C(/C=C/c1ccccc1)NC(=S)Nc1ccc(N2CCOCC2)c(Cl)c1,/,62
Nc1cc(=O)nc(SCc2ccccc2)n1Cc1ccco1,4.6%,-17
Cc1ccc(C(=O)N2CCN(S(=O)(=O)c3ccccc3[N+](=O)[O-])C2)cc1,-0.9%,1
COC(=O)[C@@]1(Cc2ccc(F)cc2)[C@H]2c3cc(C(=O)N(C)C)n(Cc4ccccn4)c3C[C@H]2CN1C(=O)c1ccccc1,-3.6%,/
CC(C)c1ccc(NCCC(=O)c2ccc(Br)cc2)cc1,0.1%,-10
CCSc1ccc(-c2ccc(C)cc2)nn1,0.4%,-7

# These rows are one share of the data; rates above refer to the full screens.
